HIF-2a inh: inhibitors of HIF-2a. hit rate 0.72% among 360,000. 786-0 RCC cells HIF-2a reporter, luciferase luminescence, overnight. inhibition, % at 18.8 µM;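 active means inhibition of the luminescence signal of 40% or more relative to plate controls, in a single-dose primary screen at 18.75 µM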
Vif inh: HIV Vif inhibition | HEK293T cells, Vif self-association by quenched fluorescence, imaging, 24 h | hit rate 0.35% among 340,000 | inhibition, % at 7.49 µM; in the data active means inhibition above about 50%, passing the limit was not always enough; inconclusive means no clear call, values can overlap the other calls; inactive means below about 31%; further: some results filed as inactive read as strong as hits
NR2E3 ag-1: activates human NR2E3 receptor; CHO-S Gal4-NCOR/VP16-NR2E3 two-hybrid, luciferase; inhibition of corepressor binding, % at 3.98 µM; hit rate 0.35% among 360,000; AID 602229;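 active means inhibition above the mean of all tested compounds plus 3 SD, cut at about 70% in these data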;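 further: 0% = DMSO with NR2E3 transfected cells and 100% = cells lacking NR2E3 construct; higher means lower luciferase signal from less NR2E3 corepressor binding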
Target sequence (Q9Y5X4 whole entry, looked up, the tested form may be a part): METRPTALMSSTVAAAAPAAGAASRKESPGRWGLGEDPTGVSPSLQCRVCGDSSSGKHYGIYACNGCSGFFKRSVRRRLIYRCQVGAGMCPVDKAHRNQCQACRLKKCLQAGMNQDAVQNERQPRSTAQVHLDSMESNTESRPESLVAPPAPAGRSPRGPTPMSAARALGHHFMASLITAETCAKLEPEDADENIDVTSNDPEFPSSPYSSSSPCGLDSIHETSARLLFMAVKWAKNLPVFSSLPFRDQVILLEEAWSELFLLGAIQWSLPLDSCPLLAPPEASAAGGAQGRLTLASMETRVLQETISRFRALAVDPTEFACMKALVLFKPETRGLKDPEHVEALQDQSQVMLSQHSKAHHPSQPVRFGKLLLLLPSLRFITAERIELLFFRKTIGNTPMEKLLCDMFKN
PDI turbidity: blocks human protein disulfide isomerase activity; P07237; PDI insulin aggregation turbidity, A650, 90 min; inhibition, % at 10 µM; hit rate 0.052% among 350,000;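 active means mean inhibition across replicates of 30% or more, whatever share of single replicates reach that level; inconclusive means mean inhibition below 30% while every single replicate reaches 30%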;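 further: absorbance from insulin aggregation driven by PDI reduction with DTT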
Target sequence (P07237 whole entry, looked up): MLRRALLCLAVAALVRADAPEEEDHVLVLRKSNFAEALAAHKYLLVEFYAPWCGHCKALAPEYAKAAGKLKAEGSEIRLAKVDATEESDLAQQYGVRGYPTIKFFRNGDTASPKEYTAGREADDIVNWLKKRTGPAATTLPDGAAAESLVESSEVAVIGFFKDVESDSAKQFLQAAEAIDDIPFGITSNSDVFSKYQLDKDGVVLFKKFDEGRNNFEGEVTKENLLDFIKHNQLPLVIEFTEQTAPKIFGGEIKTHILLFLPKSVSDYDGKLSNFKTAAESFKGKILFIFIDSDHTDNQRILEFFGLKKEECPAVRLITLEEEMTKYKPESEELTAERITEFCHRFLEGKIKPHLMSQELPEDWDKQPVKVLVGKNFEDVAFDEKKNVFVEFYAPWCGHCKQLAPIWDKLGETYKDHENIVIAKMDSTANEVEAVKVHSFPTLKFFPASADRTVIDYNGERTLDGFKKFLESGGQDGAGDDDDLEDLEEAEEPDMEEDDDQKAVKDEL
Peg3 promoter: Peg3 promoter activity inhibition | HeLa PEG-Prom luciferase reporter, luminescence, overnight | inhibition, % at 20 µM | hit rate 1.7% among 360,000 | AID 588405;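 active means inhibition of at least 50% at 20 µM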
CaV13 ICDI inh: Primary screen for inhibitors of IQ motif and Ca2+-dependent inactivation inhibitor domain binding in CACNA1D, Förster resonance energy transfer in living cells, …. HEK cells, CFP/YFP FRET ICDI-IQ, plate reader, 10 min; percent FRET-ratio fall versus neutral wells. inhibition, % at 12.3 µM. hit rate 0.098% among 340,000;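 active means mean replicate inhibition of at least 30% and at least 1% of replicates passing that level; inconclusive means only one of the two criteria is met; inactive means neither criterion is met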;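 further: 0% = median of the neutral control wells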
Shn3 3UTR inh: reduces Shn3 3'UTR luciferase signal in osteoblasts. Clone20 osteoblast Shn3 3'UTR firefly luciferase, 24 h. inhibition, % at 12.5 µM. hit rate 0.52% among 360,000. AID 588674;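 active means mean inhibition of at least 75% with every replicate also reaching 75%; inconclusive means mean inhibition at least 75% but some replicate below; inactive means mean inhibition below 75%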;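 further: 0% = median of neutral control wells and 100% = pilot-screen positive control compound; some compounds past the cut are filed as inactive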
KKLEB cytotox: reduces viability of KKLEB cystic fibrosis airway cells; hit rate 0.36% among 360,000; KKLEB CF airway cells viability, ATPlite luminescence, overnight; active compounds read low; cells stimulated with P. aeruginosa culture filtrate; activity change (cytotoxicity), % at 5 µM; AID 602141;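 active means corrected activity change at or below -50% at 5 µM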
NR2E3 ag-2: activates human photoreceptor nuclear receptor NR2E3 | Q9Y5X4 | GST-NR2E3/biotin-RetCOR TR-FRET, 1536-well | inhibition of corepressor binding, % at 4.78 µM | hit rate 0.12% among 320,000 | AID 2300;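 active means percent inhibition above the cutoff of mean plus 3 SD of all tested compounds, set per screening campaign, cut at about 20% in these data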;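 further: 0% = DMSO wells and 100% = biotin wells as full block of FRET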
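Material: NR2E3–RetCOR corepressor complex / Incubation: Compound–protein incubation for 5 h at 4 °C / Dosing: compound at 4.8 µM, single dose / Detection: time-resolved FRET / Benchmarks: high control biotin, low control 0.6% DMSO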
MITF TRPM1 inh: MITF TRPM1 promoter inhibition in SK-MEL-5 cells. SK-MEL-5 TRPM1 promoter luciferase, 24 h. hit rate 0.83% among 330,000. inhibition, % at 12.5 µM;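 active means mean inhibition across replicates of 60% or more, whatever share of single replicates reaches that level; inconclusive means some that reach 60%, reason not given; inactive means mean inhibition across replicates below 60%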; further: values of inactives mirror those of a sister screen read the other way
CF NFkB inh: blocks PAF-induced NF-kB reporter in cystic fibrosis cells; KKLEB NF-kB-GFP reporter, GFP fluorescence overnight; inhibition, % at 5 µM; hit rate 0.86% among 360,000;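 active means at least 50% inhibition at 5 µM, scaled per plate between neutral and stimulator controls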;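 further: PAF is a Pseudomonas aeruginosa culture filtrate used as stimulus; plate controls were PAF-stimulated DMSO wells for no effect and unstimulated DMSO wells for full effect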
* marks the source's active call; other numbers are inactive results; ? = inconclusive; . = no result given.

SMILES	HIF-2a inh	Vif inh	NR2E3 ag-1	PDI turbidity	Peg3 promoter	CaV13 ICDI inh	Shn3 3UTR inh	KKLEB cytotox	NR2E3 ag-2	MITF TRPM1 inh	CF NFkB inh
COC(CNC(=O)C1CC(=O)N(CCc2ccccc2)C1)OC (stereo unspecified)	-5	-2	10	1	-3	-9	-10	1	6	6	4
CCOC(=O)C1CCN(C(=O)c2ccc(OC3CCN(C(=O)CCOC)CC3)cc2)CC1	-32	-3	-17	7	-55	-6	-2	1	4	10	-4
O=C(NCN1CCN(c2ccccn2)CC1)c1cnccn1	8	11	10	-5	16	.	-10	-11	-1	-4	22
Cc1cc(=O)oc2cc(OCCCC[n+]3ccccc3)ccc12	-29	-1	-18	4	-8	-4	-47	-9	0	-9	4
COCCNC(=O)C1(C)CCCN(C(=O)c2cccc3ccccc23)C1 (stereo unspecified)	8	5	3	-3	-1	-6	3	2	.	.	17
CC1(C)CC(=O)c2sc(NC(=O)c3ccc4ncsc4c3)nc2C1	-200	1	-161	.	-142	-5	-27	11	4	-31	2
CCN(CC)S(=O)(=O)c1ccc(OCC(=O)NCc2ccccc2)cc1	0	0	0	6	9	-8	13	-11	3	5	-3
CCOC(=O)NNC(=O)CCn1c2c(c3ccccc31)CCCC2	24	-11	-7	-7	10	-16	-6	-2	4	-8	62*
CC1(C)CC2(CC(c3ccccc3F)c3cc(Cl)c(O)cc3O2)NC(=S)N1 (stereo unspecified)	11	-10	-24	-4	13	-4	-1	4	0	5	0
COc1ccccc1CNC(=O)C/C(C)=N/NC(=O)Cc1ccccc1	14	1	-29	-4	8	-5	13	-16	2	8	3
CCOc1ccc(CCNC(=O)COC(=O)c2cc(=O)[nH]c3ccccc23)cc1OCC	1	0	-19	9	-4	-13	2	12	3	-2	-13
COc1ccc(OC)c(-n2nnnc2SCC(=O)Nc2ccc(C(=O)N3CCCCC3)cc2)c1	13	-6	18	-5	11	-9	33	13	2	15	-12
CC1CC(C)CN(C(=O)c2ccc(-c3ccc([N+](=O)[O-])cc3)o2)C1 (stereo unspecified)	-78	-6	-48	-10	33	-6	-46	-18	-3	-73	11
Cc1cc[n+](CC(=O)c2cccs2)cc1	-2	0	0	0	7	-10	-19	5	3	5	8
COc1ccc(COC(=O)c2ccc(S(=O)(=O)N3CCC(C)CC3)cc2)cc1	8	-3	-2	-11	10	-12	12	12	.	6	-31
CSC1=NCCN1C(=O)C(C)Oc1ccccc1 (stereo unspecified)	6	1	-2	.	-6	-2	12	-6	0	1	-5
Cc1ccc(C(=O)CSc2ncn[nH]2)cc1	-51	-14	-23	2	-47	-6	-32	3	2	-26	0
COc1ccc(-c2cn(Cc3ccc(C(N)=O)cc3)c(CCN)n2)cc1	-61	3	-17	14	-32	-5	-31	14	3	-8	-12
O=C(COC(=O)CNC(=O)c1ccco1)Nc1ccccc1OC(F)F	7	-1	2	0	-8	-7	20	0	3	-2	-5
Nc1nc(SCC(=O)NCCO)nc2sc3c(c12)CCCC3	-25	-8	-18	1	-19	-2	-3	1	0	-17	1
Cc1ccc(NS(=O)(=O)c2ccc(Br)s2)cc1S(=O)(=O)N1CCOCC1	6	-8	-22	-10	-10	-2	14	2	0	-11	9
Cc1cc(C)n2cc(CSc3nnc(-c4ccccc4)c(-c4ccccc4)n3)nc2n1	5	1	6	4	4	-2	-29	-8	.	18	11
Cc1nc(N)sc1-c1nnc(SCC(=O)Nc2nccs2)n1C	0	3	4	-4	5	-5	3	-9	1	-11	-1
CCOc1cc(/C=C2\SC(=N)N(c3nonc3N)C2=O)ccc1OCC(N)=O	17	-2	3	-17	-1	-5	-2	-2	2	-1	16
O=C1CSC(c2cn(-c3ccccc3)nc2-c2cccs2)N1CC1CCCO1 (stereo unspecified)	22	-5	-21	5	15	5	9	-5	6	6	11
CC(c1ccon1)N(C)Cc1cn(C)nc1-c1cccc(Cl)c1 (stereo unspecified)	15	7	7	-9	16	1	7	-7	6	7	6
CCOc1ccccc1OCCC(=O)N1CCN(S(=O)(=O)c2ccccc2[N+](=O)[O-])CC1	-13	0	29	-8	9	-2	18	-2	3	.	10
CCc1ccc(-c2nc(CS(=O)CC(=O)NCc3ccco3)c(C)o2)cc1 (stereo unspecified)	70*	-3	9	0	46	-2	26	16	-2	35	-25
Cc1ccc(C2(c3noc(CN(C)CC4COCCO4)n3)CCCC2)cc1 (stereo unspecified)	0	-5	4	3	-11	-4	4	-4	1	-4	5
OC(c1ccc(F)c(F)c1)c1ncc(-c2cccc(C(F)(F)F)c2)[nH]1 (stereo unspecified)	9	21	41	-1	24	-4	30	-7	.	.	28
CNc1ccc(Cl)cc1S(=O)(=O)c1ccccc1[N+](=O)[O-]	2	-3	11	.	2	-10	9	-7	.	.	22
CCc1ccccc1NC(=O)CNCC(=O)Nc1ccccc1CC	4	-7	-31	4	7	-5	17	1	0	5	10
CCCNC(=S)N1CCC(Cc2ccccc2)CC1	1	-1	-33	11	26	.	12	-1	5	-1	4
CCOC(=O)c1ccc(OC)c(OC)c1Cl	12	-11	-5	0	2	-2	13	-14	-3	11	-6
COc1ccc(N(CC(=O)NCCc2ccccc2)C(=O)c2csnn2)cc1	-21	14	-24	1	-37	-3	-14	13	10	-11	-9
Cc1ccc2nc(-c3ccccn3)[nH]c2c1	16	-5	-96	-20	-8	-19	-2	1	-2	12	3
COc1ccc(C)cc1NC(=O)C1CCN(S(=O)(=O)c2ccc3c(c2)NC(=O)CO3)CC1	-2	-5	0	14	2	-2	-5	8	0	8	-2
COc1cc(/C=C2/CC(C)OC2=O)c([N+](=O)[O-])cc1OC (stereo unspecified)	8	-2	12	-3	4	-2	-13	-9	1	8	8
CCOC(=O)C1(c2ccccc2)SC(C(=O)OCC)(c2ccccc2)S1 (stereo unspecified)	14	-9	28	-13	8	-18	4	8	.	.	11
O=C(CN1C(=O)C2C3C=CC(C3)C2C1=O)Nc1ccc2c(c1)OCCO2 (stereo unspecified)	-152	.	-44	-8	-132	.	-33	-2	-1	-35	4
CCOC(=O)CNC(=O)CN1C(=O)CCS(=O)(=O)c2ccccc21	14	-9	1	-12	5	.	6	4	2	4	10
CCCNC(=O)C/C(C)=N/NC(=O)COc1ccc(C)cc1Br	-5	-6	-12	-9	2	-4	12	-5	0	5	10
Cc1ccc(NC(NC(=O)Cc2ccccc2)C(Cl)(Cl)Cl)cc1 (stereo unspecified)	21	-3	-10	8	24	-5	-14	-7	.	10	10
O=C(Nc1cc(S(=O)(=O)N2CCCC2)ccc1Cl)C1=COCCO1	-1	-6	-19	1	2	-5	6	-3	1	1	15
COc1cccc2c(=O)n(CC(=O)N3CCc4ccccc43)ccc12	12	18	-8	.	2	-9	-4	16	2	.	-12
Cc1ccc(C2SCC(=O)N2Cc2ccccc2)cc1 (stereo unspecified)	20	-6	-14	-5	9	-18	6	9	0	6	-21
CC(C)(C)C(=O)CC1(O)C(=O)N(Cc2ccccc2)c2ccccc21 (stereo unspecified)	14	-8	-18	2	6	-5	18	6	-1	1	2
CC(NC(=O)/C(C#N)=C/c1ccc([N+](=O)[O-])o1)c1ccccc1 (stereo unspecified)	78*	?	-10	-10	103*	-3	94*	18	1	58	-52
COc1cc(NC(=O)c2ccccc2Cl)c(OC)cc1NC(=O)CN1CCOCC1	-17	-12	-14	15	-7	.	-7	-10	3	-8	12
CCCn1c(=O)c(C(=O)N/N=C/c2ccccc2F)c(O)c2ccccc21	-53	3	8	-2	-33	-6	-9	-8	2	-15	8

(list continues)
SMILES	HIF-2a inh	Vif inh	NR2E3 ag-1	PDI turbidity	Peg3 promoter	CaV13 ICDI inh	Shn3 3UTR inh	KKLEB cytotox	NR2E3 ag-2	MITF TRPM1 inh	CF NFkB inh
CC(C)(C)OC(=O)C[C@H]1C/C=C\C[C@@H](CC(=O)N(CCO)Cc2ccccc2)C(=O)N2CCC[C@@H]2COC1=O	-4	4	17	4	-5	-13	-27	4	.	-7	-3
O=C(CN1C(=O)c2ccccc2C1=O)Oc1ccc(Cl)cc1	19	9	-35	14	7	-3	14	0	2	6	2
COc1cc(CNC2CCCC2)cc(OC)c1	15	-6	-24	11	3	-7	0	8	4	6	-24
Cc1ccnc(NC(=O)CCC(=O)N(CC(=O)NCCc2ccccc2)c2ccc(F)cc2)c1	12	8	-19	-9	-5	-7	14	-6	4	6	1
COc1ccc2oc(C(=O)OCC(=O)NCC3CCCO3)c(C)c2c1 (stereo unspecified)	6	0	-62	-5	-3	-5	-1	-19	0	-10	32
O=C(O)c1c(-c2ccccc2)oc2ccc(O)cc12	4	12	12	-3	12	-18	3	14	1	0	-16
COc1ccc(NC2c3ccccc3C(=O)N2Cc2ccc3c(c2)OCO3)cc1 (stereo unspecified)	4	-1	-1	-3	6	-7	-12	8	-2	-6	8
ON=C1c2ccccc2-c2ccccc21	-12	5	-38	12	-77	-20	-7	4	0	-3	62*
CC(=O)NCCNc1nc2cc(-c3cccc(Cl)c3)sc2c(=O)n1C	-14	.	-9	13	-9	-6	-18	0	.	.	-37
CC(=O)Nc1ccc(NC(=O)CCCCCN2C(=O)c3ccccc3C2=O)cc1	11	-2	-3	-1	5	-7	-22	-5	-1	-1	12

Full records, looked up by structure.
Listed for COc1cc(CNC2CCCC2)cc(OC)c1 = HIF-2a inh: 15; Vif inh: -6; NR2E3 ag-1: -24; PDI turbidity: 11; Peg3 promoter: 3; CaV13 ICDI inh: -7; Shn3 3UTR inh: 0; KKLEB cytotox: 8; NR2E3 ag-2: 4; MITF TRPM1 inh: 6; CF NFkB inh: -24
Listed for Cc1ccnc(NC(=O)CCC(=O)N(CC(=O)NCCc2ccccc2)c2ccc(F)cc2)c1 = HIF-2a inh: 12; Vif inh: 8; NR2E3 ag-1: -19; PDI turbidity: -9; Peg3 promoter: -5; CaV13 ICDI inh: -7; Shn3 3UTR inh: 14; KKLEB cytotox: -6; NR2E3 ag-2: 4; MITF TRPM1 inh: 6; CF NFkB inh: 1

Going on with the list.
SMILES	HIF-2a inh	Vif inh	NR2E3 ag-1	PDI turbidity	Peg3 promoter	CaV13 ICDI inh	Shn3 3UTR inh	KKLEB cytotox	NR2E3 ag-2	MITF TRPM1 inh	CF NFkB inh
Cc1ccc(Sc2ccncc2S(N)(=O)=O)cc1	11	-2	1	21	11	-18	-12	6	1	6	0
COc1cc([N+](=O)[O-])ccc1NC(=O)NN1CCN(C)CC1	15	4	-14	4	13	-6	2	-5	0	0	2
COc1ccc(-c2ccc(=O)n(CC(=O)NCc3ccco3)n2)cc1	6	-18	0	2	-8	-7	16	0	0	2	1
CC(C)/C=C/CN1CCC(Oc2ccc(C(=O)N3CCCC3)cc2)CC1	8	-5	-5	-4	8	-7	-4	-2	0	0	-26
COc1ccc2c(c1)c(=O)oc1cc(OCC(=O)N3CCCC(C)C3)ccc12 (stereo unspecified)	-35	.	24	-5	-6	-2	9	-5	0	-1	9

From PubChem
